# Yeast growth inh = growth inhibitors of yeast BB579 in restrictive medium, primary screen, yeast lifespan-shortening project, S. cerevisiae. OD615, 48 h. inhibition, % at 10 µM. 0.51% of 140,000 active;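 active = inhibition above a set limit, 3 SD over the mean compound inhibition, cut at about 44% in these data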; note: inactives centre near -24
#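 System: Saccharomyces cerevisiae DeaD strain BB579, replicative lifespan model yeast | Buffer or medium: Restrictive glucose-based CSMM-D medium | Times: 4 h preincubation and 48 h exposure at 30 °C | Detection: OD615 turbidity measurement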
# bCat KO growth = primary screen for growth suppressors in beta-catenin knockout HCT116 cells (colon tumor, human); HCT116 beta-catenin knockout viability, CellTiter-Glo, 60 h; hits give low values; viability, % at 10 µM; 1.5% of 140,000 active; AID 818, 2007;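 active = viability at or under a set limit, the compound median less 4 SD, cut at about 6% in these data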;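 note: 0% = Hyamine 1622 control at 20 µM and 100% = untreated cell control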
# GALR2 antag = GALR2 antagonists in receptor-expressing cells, primary screen; antagonist mode; Galanin receptor type 2 (Homo sapiens), O43603; AID 828, 2007; 0.39% of 140,000 active; inhibition, % at 4 µM; in the data active = inhibition above about 27%;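 note: cells stimulated with galanin 1-16 at roughly its EC80; 0% = agonist challenge control and 100% = basal control without agonist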
# Target sequence (O43603 whole entry, looked up): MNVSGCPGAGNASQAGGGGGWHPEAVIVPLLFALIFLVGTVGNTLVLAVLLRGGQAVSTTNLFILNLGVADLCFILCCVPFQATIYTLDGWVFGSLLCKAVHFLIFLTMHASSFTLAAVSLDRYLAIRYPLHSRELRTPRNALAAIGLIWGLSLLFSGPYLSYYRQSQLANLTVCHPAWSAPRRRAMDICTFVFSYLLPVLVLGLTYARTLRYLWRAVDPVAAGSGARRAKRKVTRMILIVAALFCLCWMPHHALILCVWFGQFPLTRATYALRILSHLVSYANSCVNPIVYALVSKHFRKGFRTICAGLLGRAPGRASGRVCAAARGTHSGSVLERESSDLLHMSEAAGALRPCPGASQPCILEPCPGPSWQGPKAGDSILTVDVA
# E-sel TNF inh = E-selectin induction blockers in HUVEC – imaging, immunofluorescence, high content, primary screen. HUVEC TNFa-induced E-selectin immunofluorescence. inhibition, % at 2 µM. 0.71% of 120,000 active;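 active = inhibition above the batch mean plus 3 SD, and confirmed as a hit on visual image review, cut at about 43% in these data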;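 note: 0% = TNF-stimulated DMSO wells and 100% = unstimulated control wells; not every result past the cut was called active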
# Phagocyt inh = inhibitors of macrophage phagocytosis, primary screen, imaging, J774A.1 cells, IgG beads | J774A.1 macrophage IgG-bead phagocytosis | inhibition, % at 5 µM | 0.07% of 110,000 active;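 active = inhibition above the mean of the plate negative controls plus 5 SD, cut at about 13% in these data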;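 note: phagocytic index as fraction of beads internalized from green versus red external bead signal; plate controls were DMSO negative control for no effect and cytochalasin-D positive control for full effect; some results beyond the cut were filed as inactive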
# PTEN del growth = growth suppression of PTEN-null HCT116, primary screen, cell-based, CellTiter-Glo; HCT116 PTEN-null viability, 60 h; hits give low values; viability, % at 10 µM; 1.2% of 140,000 active; AID 827, 2007;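 active = viability at or below a set limit, 4 SD under the median of all tested compounds, cut at about 3.7% in these data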;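 note: PTEN knockout HCT116 line with beta catenin targeted HCT116 as companion control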
# Yeast lifespan up = compounds extending yeast replicative lifespan, primary screen, S. cerevisiae, OD615; S. cerevisiae growth with nicotinamide; deaD strain in restrictive glucose medium; inhibition of the nicotinamide effect, % at 10 µM; 0.68% of 130,000 active;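 active = inhibition above a set limit, placed 3 SD over the median of all compounds, cut at about 26% in these data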;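 note: 0% = nicotinamide-treated wells and 100% = cells grown without nicotinamide; some compounds called inactive have numbers as strong as hits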
#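 Measured by: optical density (absorbance) at 615 nm; System: modified budding yeast, DeaD strain; Medium: restrictive CSMM-D dextrose medium; Timing: 4 h preincubation then 48 h treatment at 30 °C.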
# NPY-Y2 antag = NPY-Y2 receptor antagonists, primary screen, cell-based; NPY-Y2 expressing cells, antagonist mode; inhibition, % at 2.7 µM; 0.99% of 140,000 active; AID 793, 2007; in the data active = inhibition above about 17%;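 note: 0% = vehicle with agonist challenge and 100% = reference antagonist with challenge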
# Target sequence (P49146 whole entry, looked up): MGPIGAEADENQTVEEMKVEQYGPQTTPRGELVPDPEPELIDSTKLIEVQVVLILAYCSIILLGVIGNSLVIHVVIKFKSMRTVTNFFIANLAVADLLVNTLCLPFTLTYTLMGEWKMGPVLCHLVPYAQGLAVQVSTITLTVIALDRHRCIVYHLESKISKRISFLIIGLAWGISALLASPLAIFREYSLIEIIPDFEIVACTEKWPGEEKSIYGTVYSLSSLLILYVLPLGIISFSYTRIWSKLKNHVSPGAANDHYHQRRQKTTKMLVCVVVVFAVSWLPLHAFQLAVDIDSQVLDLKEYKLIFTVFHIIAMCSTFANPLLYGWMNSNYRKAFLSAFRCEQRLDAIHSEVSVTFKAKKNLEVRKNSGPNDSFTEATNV
# MRP1 act = H69AR viability gain despite doxorubicin, primary screen, MRP-1 activator project, H69AR cells, CellTiter-Glo; viability rescue; viability increase, % at 10 µM; 0.61% of 140,000 active; AID 799, 2007;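 active = viability gain under doxorubicin at or above a set limit, the compound median plus 3 SD, cut at about 4.7% in these data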;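 note: MRP-1 overexpressing cells given doxorubicin 25 µM after compound pretreatment; 18-22 h compound pretreatment then 72 h with doxorubicin before readout; 0% = doxorubicin-only wells and 100% = vehicle-treated cells without doxorubicin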
# Measles CPE = compounds protecting cells from measles virus cytopathic effect, primary screen, measles RdRp inhibitor project, single point, MLSMR library, absorbance; protection (pct of control), % at 4 µM; AID 841, 2007; 1.5% of 140,000 active; Measles virus-infected cells, CPE protection; in the data active = protection mostly above about 24%, no sharp cut-off; inactive = mostly below about 26%; note: some compounds called inactive have numbers as strong as hits
# Numbers without * were called inactive; . = not tested or not shown; & = joins results of further samples.
SMILES,Yeast growth inh,bCat KO growth,GALR2 antag,E-sel TNF inh,Phagocyt inh,PTEN del growth,Yeast lifespan up,NPY-Y2 antag,MRP1 act,Measles CPE
Cc1ccc(C(=O)CCNc2ccc(Cl)cc2)o1,-29,89,-4,9,2,77,-23,-1,-3.5,4
CS(=O)(=O)Nc1ccc(OCc2ccccc2)cc1,10,102,14,-6,0,90,-16,1,2.4,25
Cc1c(NC(=O)Cn2nc(C(=O)O)c3ccccc3c2=O)c(=O)n(-c2ccccc2)n1C,-60,94,7,-19,-1,110,-2,0,0.8,6
O=C(Cc1nc(-c2ccc([N+](=O)[O-])cc2)cs1)Nc1ccccc1,-5,84,2,-15,.,86,-18,-1,2.1,5
Cc1cc(C)cc(N(C(C)C(=O)Nc2c(C)n(C)n(-c3ccccc3)c2=O)S(C)(=O)=O)c1 (configuration not stated),-14,87,1,-23,0,91,-8,-1,-2.0,3
COc1cccc(C(=O)OC(C)CN2CCCC2)c1 (configuration not stated),-36,100,2,5,-1,105,-8,3,-0.8,11
COc1ccc(/C(O)=C2\C(=O)C(=O)N(c3cc(C)on3)C2c2ccccc2OC)cc1C (configuration not stated),-28,96,9,-25,-1,96,6,3,-2.2,26
CCOC(=O)c1cc(-c2ccc(OC)cc2)nc2c1c(C)nn2CCC#N,-54,89,8,-3,7,86,-4,20*,-1.1,30
O=C(NCC(F)(F)F)N1CCOCC1,-43,93,-13,-5,0,103,6,2,0.2,1
COc1ccc(Cc2c(N)nc(N)nc2N)cc1,-7,86,-1,-13,.,93,-26,2,-2.1,9
CC(C)c1nnc(NC(=O)CCC(=O)NCC2CCCO2)s1 (configuration not stated),-17,92,8,14,0,92,-2,0,0.5,9
Cc1sc(NC(=O)CSc2nnnn2C2CCCC2)c(C#N)c1C,-21,101,-1,-11,0,104,-1,8,-1.3,23
O=C(Nc1ccon1)c1cccc(Cl)c1,-42,106,-2,6,9,90,-22,1,1.2,4
O=C(NC1CCCCC1)NC1CC2CCC(C1)N2Cc1nnnn1Cc1ccc2c(c1)OCO2 (configuration not stated),-37,73,-1,-14,.,80,-10,2,0.3,2
COC(=O)N[C@H](CC(C)=O)c1cccc(C(F)(F)F)c1,-35,95,2,.,.,92,1,3,-1.4,4
CC(c1nnc(SCn2nnc3ccccc3c2=O)n1-c1ccc(Cl)cc1)N(C)C (configuration not stated),11,98,11,-24,-1,89,-18,1,-3.0,2
CN(c1ccc(C(=O)NCCc2ccccc2)cc1)S(C)(=O)=O,-89,100,-7,-12,-1,106,-6,1,0.9,27
O=C(c1ccccc1)c1cnc(-c2ccc(Cl)cc2)s1,-20,100,-1,-11,.,97,-18,0,2.8,7
Cc1cccc(N2CCN(C(=O)COc3ccc4c(c3)CCC4)CC2)c1C,-8,68,0,-11,-12,63,-1,13,1.0,7
CSC1=C(C#N)C(CC(C)C)C(C(C)=O)=C(C)N1 (configuration not stated),-52,85,4,-8,-1,85,11,0,-0.9,8
CC(C)(C)NC(=O)NC(=O)COC(=O)c1nc(-c2ccccc2)n(-c2cccc(C(F)(F)F)c2)n1,-10,97,9,1,0,99,-1,4,1.4,37
CCCn1c(SC(C)C(=O)O)nc2ccccc21 (configuration not stated),-43,105,12,-4,0,92,-8,3,-1.5,10
Cc1cc(C)n(C(=O)COc2ccc([N+](=O)[O-])cc2)n1,-27,98,-4,.,-1,101,-2,0,-1.1,17
Cc1ccc(-n2c3nc(=O)[nH]c(=O)c-3cc3cc([N+](=O)[O-])ccc32)cc1,-24,26,1,.,-5,30,-1,5,-5.4,0
CCOc1cc(C(=O)Nc2c3c(nn2C(C)(C)C)CS(=O)C3)cc(OCC)c1OCC (configuration not stated),-19,94,-2,-14,.,92,-4,2,-3.5,5
O=C(O)CSc1cccc2cccnc12,-3&-68,95&91,-17&1,-9,0&-1,89&104,-12&-9,6&4,-2.8&-0.7,1&10
O=C(CSCc1ccc([N+](=O)[O-])cc1)NC1CC2CCC1C2 (configuration not stated),-18,86,-2,18,7,87,20,2,1.1,5
COc1cc(C2NC(=O)NC(C)=C2C(=O)OCc2ccccc2)ccc1O (configuration not stated),8,94,.,.,2,98,.,.,-3.6,16
CCOC(=O)/C(=C/c1ccccc1)NC(=O)c1ccco1,-25,94,5,.,.,101,4,3,1.0,5
COc1cc2c(c(OC)c1)C(c1ccncc1)CC(=O)N2 (configuration not stated),-34,100,7,-6,-1,105,0,3,-3.2,16
COCCn1c(COc2ccccc2)nnc1SCC(N)=O,.,.,10,12,2,.,.,0,.,.
CC(=O)c1c(N2CCCC2)nc(=S)n(-c2ccccc2)c1C,11,88,-4,7,.,88,-7,-1,-1.0,18
N#C/C(=C/c1ccc(-c2ccccc2)o1)c1nc(-c2cccs2)cs1,-46,81,21,-2,3,87,1,7,-1.4,19
CC(C)(C)OC(=O)NCCc1nnc(S(=O)(=O)Cc2ccc(Cl)cc2Cl)o1,-28,21,-1,.,-1,43,-10,6,-6.7,5
COc1cccc(C(=O)Nc2c(F)c(F)c(F)c(F)c2F)c1,-41,80,-5,-38,0,83,-18,10,-2.8,4
CC1CC1C(=O)Nc1ccc(-c2ccccc2)cc1 (configuration not stated),-36,90,15,10,3,92,-4,1,-0.5,24
COc1cccc(-c2cc(C(F)(F)F)nc(N3CCOCC3)n2)c1,-55,89,-29,-3,.,79,-16,6,-0.1,5
O=C(CN1C(=O)c2ccccc2C1=O)Nc1cccc(S(=O)(=O)Nc2ccccc2Cl)c1,-15,90,-3,.,-3,96,0,1,0.8,7
CCOC(=O)c1ccc(N2C(=O)CC(N(C)Cc3ccccc3)C2=O)cc1 (configuration not stated),-28,95,-12,59,0,93,0,3,-0.6,11
Cc1ccc(C(=O)N/N=C\c2c(C)nn(-c3ccccc3)c2Cl)cn1,1,98,-6,-3,-8,93,-7,2,-3.1,13

# Reprinted from the part before: 2 compounds, then new ones.
SMILES,Yeast growth inh,bCat KO growth,GALR2 antag,E-sel TNF inh,Phagocyt inh,PTEN del growth,Yeast lifespan up,NPY-Y2 antag,MRP1 act,Measles CPE
CCOC(=O)c1ccc(N2C(=O)CC(N(C)Cc3ccccc3)C2=O)cc1 (configuration not stated),-28,95,-12,59,0,93,0,3,-0.6,11
Cc1ccc(C(=O)N/N=C\c2c(C)nn(-c3ccccc3)c2Cl)cn1,1,98,-6,-3,-8,93,-7,2,-3.1,13
CCOC(=O)c1cc(C(=O)OCC)c2cc(Br)ccc2n1,-24,93,5,6,-3,98,-6,12,-1.0,9
CCc1ccc(NC2=NC(C(=O)NC3CCCCC3)CC(=O)N2)cc1 (configuration not stated),5,100,0,1,1,103,-1,4,-1.9,56*
c1ccc(CSc2ncnc3c2cnn3-c2ccccc2)cc1,-60,87,-2,0,-7,102,-3,1,0.3,3
Cc1cc2ccccc2c(=O)n1CC(=O)NCC(=O)N1CCN(c2cccc(Cl)c2)CC1,-21,58,-3,.,0,77,-2,1,-1.1,2
COC(=O)C1CCN(C(=O)COC(=O)Cn2cnnn2)CC1,18,90,-7,3,1,95,-2,0,0.5,26
O=C(OCc1nc2ccccc2s1)c1cc2ccccc2oc1=O,-39,94,16,7,.,97,-6,5,-1.0,3
COc1cccc(-n2c(-c3ccco3)nc3nc4ccccc4nc32)c1,-7,90,2,5,1,103,5,-1,-1.3,6
COc1ccccc1OCCCCCNCCO,-28,77,-1,-18,.,87,-12,8,-2.3,30
CC1(NC(=O)c2cc(S(=O)(=O)N3CCCCC3)ccc2Cl)CCS(=O)(=O)C1 (configuration not stated),-20,98,-2,-12,0,99,-3,3,-1.7,2
CCCSC(=O)N(CC)CC(=O)Nc1c(CC)cccc1CC,0,78,0,3,-1,85,30,20*,-2.1,9
COc1ccc(S(=O)(=O)Cc2ccc(C(=O)N3CCN(c4cccc(C)c4C)CC3)o2)cc1,11,12,-3,-9,-1,14,-9,9,-4.3,25
CC1CCCN(CC(=O)Nc2ccc(S(=O)(=O)N3CCCCC3)cc2)C1 (configuration not stated),-44,89,1,-16,.,93,-1,3,-4.3,7
COC(=O)c1ccc(CNC(=O)COC(=O)CC23CC4CC(CC(Br)(C4)C2)C3)cc1,-14,82,-10,.,-5,97,4,2,-1.6,5
c1ccc2cc3c(NCCN4CCOCC4)ccnc3cc2c1,-10,2.4*,0,8,7,3.3*,1,2,-4.0,2
CC(CC(=O)NC1CCCC1)c1ccccc1 (configuration not stated),-25,82,1,-1,.,84,-10,-3,-2.1,17
O=C(CSc1nc2ccccc2s1)NNC(=O)Nc1ccc(Cl)c(Cl)c1,-28,87,9,-38,-1,87,-9,5,-2.4,18
CCCCNC(=O)n1c(SC)nc2ccccc21,-17,100,-8,5,-1,108,8,2,0.7,24
O=c1oc2ccccc2c(N2CCCCC2)c1CN1CCCC1,-30,103,15,3,.,90,.,2,-2.9,15
CCN(CC)CCN1C(=O)C(=O)/C(=C(/O)c2ccc(F)cc2)C1c1ccncc1 (configuration not stated),-15,98,-5,15,-13,101,-5,-1,0.1,15
CC(NC(=O)C1CCCN(S(=O)(=O)c2cccs2)C1)c1ccccc1 (configuration not stated),-25,91,0,.,0,99,-6,1,-1.8,10
COCCN(C(=O)Nc1ccccc1)C(C)c1cccnc1 (configuration not stated),8,105,-4,-8,0,110,-2,1,-0.6,12
O=C(c1cccc(C(F)(F)F)c1)N1CCN(c2cc(=O)[nH]nc2-c2ccccc2)CC1,-35,94,-7,-21,.,94,-8,1,-4.5,4
COc1ccc(NC(=O)CC2C(=O)OCC3CCCCN32)cc1Cl (configuration not stated),-6,93,5,26,-5,98,-9,-1,0.4,30
CCn1cc(-c2nnnn2-c2ccc(Cl)cc2)c(=O)c2ccccc21,-25,90,-3,-1,0,91,-12,0,-5.0,5
Cc1ccc(N2CC(C(=O)OCc3ccccc3)CC2=O)cc1 (configuration not stated),-34,101,0,-5,0,95,3,1,-1.9,7
CCc1nc(C)cn1S(=O)(=O)c1cc(Br)c(C)cc1OC,-11,93,2,-12,-1,88,-24,7,0.9,1
Cc1ccc(NC(=O)/C(=C/c2ccncc2)NC(=O)c2ccccc2)cc1,-10,97,6,15,-8,99,-2,3,-1.0,5
N#CCCN1CCN(S(=O)(=O)c2ccc(S(=O)(=O)N3CCCCCC3)cc2)CC1,-31,86,3,-18,-1,109,-3,2,-2.1,10
Cc1ccc(N(C(=O)C(F)(F)F)C(C(=O)NC2CCCCC2)c2cccs2)cc1C (configuration not stated),-75,96,-1,-2,.,108,4,-1,-0.4,6

# High-throughput results: PubChem, several laboratories
